Compound activity: PubChem, several laboratories
TRPN1 ag – zebrafish TRPN1 (NompC) channel agonism | HEK293 zebrafish TRPN1-YFP, Fluo-8 calcium fluorescence; 100% = response to 87 µM carbachol | activation, % at 3 µM | 0.18% of 220,000 active;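 active = activation above its plate's cutoff, the mean activation of test wells on that plate plus 3 SD, cut at about 19% in these data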;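 also: 0% = DMSO alone and 100% = 87 µM carbachol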
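Material: zebrafish TRPN1-YFP in HEK293 cells. Doses: one dose of 3 µM, 0.3% DMSO. Incubation: dye 1 h 37 °C plus 30 min RT. Measured by: intracellular calcium fluorescence with Fluo-8.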
S1P4 antagonist – human S1P4 receptor antagonism; S1P4-expressing cells, antagonist mode, reporter read-out; 0.26% of 220,000 active; O95977; AID 1510; inhibition, % at 4.98 µM; in the data active = inhibition above about 29%;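 also: 0% = wells stimulated with agonist and 100% = vehicle wells without agonist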
Target sequence (O95977 whole entry, looked up): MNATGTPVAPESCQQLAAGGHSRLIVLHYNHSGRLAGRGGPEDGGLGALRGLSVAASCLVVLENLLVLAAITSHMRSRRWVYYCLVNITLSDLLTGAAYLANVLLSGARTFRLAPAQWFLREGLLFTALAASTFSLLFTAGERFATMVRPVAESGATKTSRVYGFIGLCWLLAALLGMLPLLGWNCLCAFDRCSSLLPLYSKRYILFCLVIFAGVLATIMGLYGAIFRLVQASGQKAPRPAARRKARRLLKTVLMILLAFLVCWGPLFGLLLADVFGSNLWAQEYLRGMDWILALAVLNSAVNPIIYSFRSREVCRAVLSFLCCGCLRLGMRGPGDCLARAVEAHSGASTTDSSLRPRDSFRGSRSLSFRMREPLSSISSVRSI
S1P4 agonist – activates the human S1P4 receptor | O95977 | S1P4-expressing cell line, agonist reporter assay | activation, % at 4.98 µM | 0.35% of 220,000 active | AID 1509; in the data active = activation above about 11%;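 also: 0% = DMSO vehicle and 100% = reference agonist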
TRPML3 ag – activates the human TRPML3 channel. HEK293 TRPML3-YFP, Fluo-8 calcium fluorescence; 100% = the carbachol control signal. activation, % at 3 µM. 0.29% of 220,000 active. AID 1448;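 active = activation above its plate's cutoff, the mean activation of the plate's test wells plus 3 SD, cut at about 12% in these data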;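 also: 0% = DMSO only wells and 100% = carbachol wells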
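Test system: HEK293 cells stably carrying human TRPML3-YFP; Doses: single dose, 3 µM final nominal compound, 0.3% DMSO final; Schedule: dye loading 1 h 37 °C then 30 min ambient, 125 s read; Technique: Fluo-8 calcium fluorescence; Benchmarks: high control carbachol 87 µM, low control DMSO.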
EP2 mod – modulates human prostaglandin E2 receptor EP2 signaling; P43116; EP2-expressing cells, cAMP HTRF FRET, PGE2 co-stimulation; induction, % at 25 µM; 0.83% of 260,000 active; AID 940;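 active = compounds whose cAMP rise, as percent of the full-agonist control response, exceeds 60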;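 also: rat C6 glioma line stably carrying human EP2 under a CMV promoter; the protocol text gives 20 µM as final concentration; 100% = response of wells given 1 µM PGE2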
Target sequence (P43116 whole entry, looked up): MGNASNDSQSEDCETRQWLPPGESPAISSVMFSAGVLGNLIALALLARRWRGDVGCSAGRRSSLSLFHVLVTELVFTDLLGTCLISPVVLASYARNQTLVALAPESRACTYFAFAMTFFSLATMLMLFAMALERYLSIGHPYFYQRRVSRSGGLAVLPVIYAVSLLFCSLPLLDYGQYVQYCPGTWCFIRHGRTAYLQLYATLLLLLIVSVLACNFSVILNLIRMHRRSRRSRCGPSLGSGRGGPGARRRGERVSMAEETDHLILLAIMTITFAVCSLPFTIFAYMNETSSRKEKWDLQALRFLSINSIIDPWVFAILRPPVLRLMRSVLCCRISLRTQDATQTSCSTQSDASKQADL
BaF3 tox – counter-screen for JAK2V617F inhibitors: parental Ba/F3 viability inhibitors; CellTiter-Glo ATP luminescence; AID 1486; inhibition, % at 5.6 µM; 1.1% of 220,000 active;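 active = inhibition above a per-campaign cutoff, the mean inhibition of all tested compounds plus 3 SD, cut at about 27% in these data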;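 also: 0% = DMSO wells and 100% = JAK Inhibitor I control wells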
Calpain2 inh – calpain II (pig) inhibition. purified calpain II, fluorogenic peptide substrate, 30 min. inhibition, % at 16 µM. 0.37% of 220,000 active;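 active = inhibition above about 50%, limit read from the data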
Ba/F3 V617F tox – lowers viability of Ba/F3 cells expressing EpoR and JAK2V617F. ATP luminescence. inhibition, % at 5.6 µM. 1.1% of 220,000 active. AID 1446;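 active = inhibition above the campaign mean plus 3 SD over all tested compounds, cut at about 24% in these data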;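 also: cytokine-independent growth of Ba/F3 cells driven by EpoR plus mutant JAK2; 0% = DMSO-treated cells and 100% = JAK inhibitor I control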
PERK inh – inhibitors of human PERK kinase | 0.17% of 220,000 active | CHO PERK-DD fusion, SEAP luminescence translation reporter | Q9NZJ5 | inhibition, % at 5.6 µM | AID 1416;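 active = inhibition above the mean inhibition of all tested compounds plus 3 SD, set separately per screening campaign, cut at about 2.9% in these data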;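 also: PERK kinase domain activated by AP20187 dimerizer at 100 nM; 0% = DMSO with dimerizer and 100% = rapamycin at 8.4 µM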
Active calls of the source: *; i = inactive.

1: COC(=O)N/N=C/c1ccc(OC(=O)/C=C/c2ccco2)cc1
2: Fc1cc(F)cc(-c2oncc2-c2nnnn2-c2ccccc2)c1
3: CCN(CC(=O)Nc1cc(Cl)ccc1C)C(=O)COc1ccccc1F
4: Cc1cc(NS(=O)(=O)c2ccc(NC(=O)CSc3nnc(-c4ccco4)n3N)cc2)nc(C)n1
5: O=C(O)CC(NC(=O)C(c1ccccc1)c1ccccc1)c1ccco1 (stereo not given)
6: COc1ccc(S(=O)(=O)NCc2ccco2)c2ccccc12
7: CCCCCOC(=O)c1[nH]c2c(c1C)C(=O)CC(c1ccco1)C2 (stereo not given)
8: CCOC(=O)C1=C(N)Oc2c(oc(CO)cc2=O)C1c1ccc(Cl)cc1 (stereo not given)

assay / entry	1	2	3	4	5	6	7	8
TRPN1 ag	-0.9	-1.3	0.9	1.2	-2.2	-1.8	-0.1	0.1
S1P4 antagonist	-3	5	-13	-4	-14	0	29	10
S1P4 agonist	0.7	0.5	0.8	2.2	-1.1	0.7	-1.7	-0.9
TRPML3 ag	-0.2	-1.4	0.5	0.5	1.2	-1.5	-1.3	1.2
EP2 mod	-23	22	15	14	19	10	-7	-7
BaF3 tox	-1	5	4	5	4	2	95*	0
Calpain2 inh	-11	-13	0	32	-6	0	14	0
Ba/F3 V617F tox	-3	-4	-4	6	-1	-2	95*	1
PERK inh	2.9*	0.5	0.6	-0.2	0.6	0.3	-0.8	-0.1

9: Cc1ccc(NC(=O)c2ccccc2F)cc1S(=O)(=O)N1CCCCCC1
10: COc1cc2[nH]c3c(N4CCN(c5ccc(Cl)cc5)CC4)ncnc3c2cc1OC
11: CCc1ccc(N2CC(C(=O)OCC(=O)Nc3cc(C)on3)CC2=O)cc1 (stereo not given)
12: Cn1c(CSCc2ccc(Cl)cc2)nnc1SCC(=O)Nc1nc2ccccc2s1
13: Cc1ccccc1C(=O)Nc1cc(-c2cc(C(C)(C)C)oc2C)nn1C
14: CSc1nnc(N(CCC#N)CCC#N)s1
15: COc1cc(C)nc(NS(=O)(=O)c2ccc(C)cc2)n1
16: CCC(=O)Nc1nc(-c2ccc3c(c2)CC(C)N3S(C)(=O)=O)cs1 (stereo not given)

assay / entry	9	10	11	12	13	14	15	16
TRPN1 ag	1.5	0.5	-2.2	0.3	4.1	0.9	0.5	7.1
S1P4 antagonist	-16	-15	-17	-12	3	-4	-8	-16
S1P4 agonist	-0.6	1.4	0.7	-0.3	-0.7	0.3	-0.2	-1.5
TRPML3 ag	-0.3	0.7	-1.1	1.0	5.0	0.2	0.4	3.1
EP2 mod	-29	-62	7	9	-39	8	12	-87
BaF3 tox	-2	5	0	4	2	4	1	7
Calpain2 inh	28	-276	-7	-16	22	21	20	-24
Ba/F3 V617F tox	-5	-6	-1	-1	-3	0	-4	-1
PERK inh	-0.2	-0.8	0.7	1.2	0.1	1.5	0.5	-0.1

Six entries drawn at random from those above:
11: CCc1ccc(N2CC(C(=O)OCC(=O)Nc3cc(C)on3)CC2=O)cc1 (stereo not given)
10: COc1cc2[nH]c3c(N4CCN(c5ccc(Cl)cc5)CC4)ncnc3c2cc1OC
14: CSc1nnc(N(CCC#N)CCC#N)s1
13: Cc1ccccc1C(=O)Nc1cc(-c2cc(C(C)(C)C)oc2C)nn1C
12: Cn1c(CSCc2ccc(Cl)cc2)nnc1SCC(=O)Nc1nc2ccccc2s1
9: Cc1ccc(NC(=O)c2ccccc2F)cc1S(=O)(=O)N1CCCCCC1

assay / entry	11	10	14	13	12	9
TRPN1 ag	-2.2	0.5	0.9	4.1	0.3	1.5
S1P4 antagonist	-17	-15	-4	3	-12	-16
S1P4 agonist	0.7	1.4	0.3	-0.7	-0.3	-0.6
TRPML3 ag	-1.1	0.7	0.2	5.0	1.0	-0.3
EP2 mod	7	-62	8	-39	9	-29
BaF3 tox	0	5	4	2	4	-2
Calpain2 inh	-7	-276	21	22	-16	28
Ba/F3 V617F tox	-1	-6	0	-3	-1	-5
PERK inh	0.7	-0.8	1.5	0.1	1.2	-0.2

(cont.)
17: O=c1oc2c(-c3ccc([N+](=O)[O-])cc3)cc(O)cc2s1
18: c1ccc2c(c1)C(=Nn1cnnc1)c1ccccc1-2
19: Cc1nn(-c2ccccc2)c(C)c1NC(=O)c1ccc(S(=O)(=O)N2CCCC2)cc1
20: O=C(CCCO)NC1Cc2ccccc2C1
21: Cc1sc(CO)c(Sc2ccccc2)c1C(=O)O
22: NC(=O)c1cccc2cc3ccccc3cc12
23: C=CCn1c(-c2ccc(Cl)cc2)cnc1SC(C)C(=O)NC(N)=O (stereo not given)
24: CCN(CC)S(=O)(=O)c1ccc2nc(SC)sc2c1

assay / entry	17	18	19	20	21	22	23	24
TRPN1 ag	-0.5	0.4	0.9	0.6	1.5	-0.8	1.5	-0.7
S1P4 antagonist	-12	-14	9	9	-7	-13	-3	6
S1P4 agonist	3.6	1.1	-0.1	0.5	2.7	1.0	1.1	-0.2
TRPML3 ag	0.3	-0.3	0.9	0.1	0.3	0.2	0.4	1.8
EP2 mod	-54	-10	19	-4	12	-7	-9	-18
BaF3 tox	1	3	2	4	1	8	4	3
Calpain2 inh	0	2	-10	-18	-39	i	-10	-6
Ba/F3 V617F tox	-1	-2	0	-1	1	2	-1	3
PERK inh	0.4	2.0	0.1	1.5	0.3	1.1	0.3	-0.1

25: COc1ccc(C)cc1NC(=O)Cn1cnnn1
26: CCCC(=O)Nc1ccc(NC(=O)c2ccccc2OC)cn1
27: O=C(O)C1CCN(S(=O)(=O)/C=C/c2ccccc2)CC1
28: CCCn1c(N)c(Sc2ccccc2)c(=O)n(CCC)c1=O
29: COC(=O)C1=C(C)NC(c2c(O)ccc3ccccc23)C(C(=O)OC)=C1C (stereo not given)
30: O=C(Nc1cc(S(=O)(=O)Nc2ccc(Cl)cc2)ccc1N1CCCCC1)c1ccc(F)cc1
31: CN1C(=O)CC(N2CCN(c3ccccn3)CC2)C1=O (stereo not given)
32: CC1=C(C(=O)Nc2cccnc2)C(c2ccc3c(c2)OCO3)C2=C(CCCC2=O)N1 (stereo not given)

assay / entry	25	26	27	28	29	30	31	32
TRPN1 ag	-1.0	2.1	0.4	-0.6	2.1	0.7	1.8	-0.8
S1P4 antagonist	4	-7	-5	-14	6	0	-9	-11
S1P4 agonist	-1.1	0.1	2.1	-0.2	1.2	-0.6	-0.9	-2.4
TRPML3 ag	0.2	0.6	0.3	-0.1	1.2	0.0	0.8	0.3
EP2 mod	5	18	5	21	-5	37	-4	19
BaF3 tox	-4	6	9	6	4	-1	6	1
Calpain2 inh	2	12	-1	-3	-15	1	-6	-62
Ba/F3 V617F tox	-4	-1	5	2	-1	-3	-2	-3
PERK inh	2.4	0.4	-0.3	0.1	1.1	0.7	0.9	0.2

33: O=C(Nc1ccc(C(=O)N2CCCC2)cc1)c1ccc2c(c1)OCO2
34: N#CC(=C1SC=CS1)c1nc(-c2ccccc2)cs1
35: COc1ccc(-c2ccc(/C=N/N3C(=O)C4C5C=CC(C6CC56)C4C3=O)o2)c([N+](=O)[O-])c1 (stereo not given)
36: CN(C(=O)COC(=O)c1nc(Cl)c(Cl)c(Cl)c1Cl)C1CCS(=O)(=O)C1 (stereo not given)
37: Cc1ccccc1NC(=O)c1c(-c2ccccc2)noc1C
38: Cc1cc(C)c2c(CC(=O)NN(C)C)coc2c1
39: Cc1ccccc1-c1nc2sc(-c3ccccc3)cc2c(=O)o1
40: CCN1CCN(C(=S)Nc2cccc(C(F)(F)F)c2)CC1

assay / entry	33	34	35	36	37	38	39	40
TRPN1 ag	-0.7	-0.2	-0.1	-0.1	-0.8	0.0	0.6	-0.1
S1P4 antagonist	-28	-19	-14	40*	-4	-8	-21	5
S1P4 agonist	3.0	-0.7	1.0	1.0	0.5	-0.1	0.5	-0.9
TRPML3 ag	-0.5	0.4	0.4	0.5	-1.6	0.7	0.3	0.9
EP2 mod	8	34	-7	-38	13	19	20	-25
BaF3 tox	11	2	9	7	2	7	9	5
Calpain2 inh	-19	22	9	-20	18	3	-79	-9
Ba/F3 V617F tox	10	-3	2	-2	-2	-2	4	-2
PERK inh	-1.6	1.1	0.3	0.1	0.3	1.5	-0.5	1.4

A draw from above in order of molar mass, falling:
36: CN(C(=O)COC(=O)c1nc(Cl)c(Cl)c(Cl)c1Cl)C1CCS(=O)(=O)C1 (stereo not given)
33: O=C(Nc1ccc(C(=O)N2CCCC2)cc1)c1ccc2c(c1)OCO2
40: CCN1CCN(C(=S)Nc2cccc(C(F)(F)F)c2)CC1

assay / entry	36	33	40
TRPN1 ag	-0.1	-0.7	-0.1
S1P4 antagonist	40*	-28	5
S1P4 agonist	1.0	3.0	-0.9
TRPML3 ag	0.5	-0.5	0.9
EP2 mod	-38	8	-25
BaF3 tox	7	11	5
Calpain2 inh	-20	-19	-9
Ba/F3 V617F tox	-2	10	-2
PERK inh	0.1	-1.6	1.4

The listing continues:
41: CCc1ccccc1NC(=O)COc1ccc(C(=S)N2CCCC2)cc1
42: COc1ccc(-c2ccnc3c(C#N)cnn23)cc1
43: O=C1c2cccc3cc(Br)cc(c23)C(=O)N1Nc1ccc(Br)cc1
44: CC1(C)CC(=O)C=C(NC2CCCCCC2)C1
45: CCNC(=O)C/C(C)=N/NC(=O)C12CC3CC(CC(C3)C1)C2
46: Fc1ccc(N=C2NN=C(c3cc(F)ccc3F)CS2)cc1
47: COc1cc2c(cc1OC)C(c1ccccc1O)N(C1CC(=O)N(c3ccccc3)C1=O)CC2 (stereo not given)
48: CC(C)Cc1cc(C(=O)NCCN2CCOCC2)no1

assay / entry	41	42	43	44	45	46	47	48
TRPN1 ag	0.3	-1.7	-1.8	0.0	-0.1	-0.1	-0.9	1.0
S1P4 antagonist	14	-18	-7	0	1	-5	7	1
S1P4 agonist	-2.2	0.2	-0.5	1.6	0.6	-1.2	-1.2	-0.8
TRPML3 ag	-0.7	-0.2	1.4	0.1	0.5	-0.4	0.0	0.8
EP2 mod	-17	-10	14	3	-2	14	20	3
BaF3 tox	3	-1	0	0	0	6	10	1
Calpain2 inh	23	i	5	-22	4	-19	-22	2
Ba/F3 V617F tox	-2	-1	-8	1	2	-1	4	0
PERK inh	-0.9	0.1	2.4	1.2	-0.2	0.3	-0.2	2.8

49: CCCNC(=O)c1ccc(Cn2cc(C(F)(F)F)ccc2=O)cc1
50: CCOC(=O)c1c(CN2CCCCC2C)oc2ccc(OC)cc12 (stereo not given)
51: CC(C)CC(C(=O)NCc1ccccn1)N1C(=O)c2ccccc2C1=O (stereo not given)
52: O=C(N/C(=C/c1ccc(Br)cc1)C(=O)N1CCCC1)c1cccs1
53: NC(=O)Cn1nnc(-c2ccc(NC(=O)c3ccc(F)cc3)cc2)n1
54: C=CCN1C(=O)C(CC(=O)Nc2ccccc2)S/C1=N/c1nccs1 (stereo not given)

assay / entry	49	50	51	52	53	54
TRPN1 ag	-1.3	-0.5	-1.2	0.7	0.0	-1.4
S1P4 antagonist	6	-10	-6	-2	0	-4
S1P4 agonist	7.8	-1.4	0.9	13*	1.4	0.3
TRPML3 ag	0.4	0.5	0.6	0.6	0.5	1.0
EP2 mod	26	-56	-7	9	-22	-14
BaF3 tox	-1	7	4	6	6	-2
Calpain2 inh	8	-33	0	24	-14	-2
Ba/F3 V617F tox	-1	1	2	2	4	-8
PERK inh	0.1	-0.4	-0.3	0.6	0.1	1.1
